Screening data (PubChem)
mcGAS RapidFire – inhibitors of mouse cGAS; AID 1259397; recombinant mouse cGAS, cGAMP by RapidFire MS; inhibition, % at 12.5 µM; hit rate 0.18% among 130,000; Q8C6L5;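 active = inhibition of cGAS enzyme activity at or above 60%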;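 note: enzyme stimulated by 45 bp dsDNA with ATP and GTP substrates; cGAMP share of summed cGAMP plus half ATP and half GTP signals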
Target sequence (Q8C6L5 whole entry, looked up): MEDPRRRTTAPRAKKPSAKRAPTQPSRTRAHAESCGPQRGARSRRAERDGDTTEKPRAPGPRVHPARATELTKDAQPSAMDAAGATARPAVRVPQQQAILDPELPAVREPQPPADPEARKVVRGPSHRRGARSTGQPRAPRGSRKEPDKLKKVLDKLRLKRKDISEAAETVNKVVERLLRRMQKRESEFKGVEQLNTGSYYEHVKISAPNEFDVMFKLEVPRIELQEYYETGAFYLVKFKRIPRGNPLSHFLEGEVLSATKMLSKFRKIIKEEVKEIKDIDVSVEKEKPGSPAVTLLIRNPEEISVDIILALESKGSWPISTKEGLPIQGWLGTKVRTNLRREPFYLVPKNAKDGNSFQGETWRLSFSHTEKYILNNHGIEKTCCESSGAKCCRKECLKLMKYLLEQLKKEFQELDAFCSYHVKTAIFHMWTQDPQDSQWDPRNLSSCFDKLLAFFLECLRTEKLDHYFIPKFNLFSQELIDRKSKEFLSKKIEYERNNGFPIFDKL
An asterisk follows results filed as active; & = joins results of further samples.

smiles,mcGAS RapidFire
CN1CCCC(C(=O)Nc2cccc(Cl)c2)CC1 (configuration not stated),-5.3
Cc1ccc2cc(C3(O)CCN(C(=O)CCn4cnnc4)CC3)ccc2n1,-18.5
Cc1ccc(C2(O)CCN(CCCOc3ccc(C(N)=O)cc3)CC2)nc1,-22.9
CCOC(=O)C1(Cc2cccc(OC)c2)CCN(Cc2ccc3ncccc3c2)CC1,-2.4
Cc1cccc(OCC(O)Cn2cnc3ccc(Cl)cc3c2=O)c1 (configuration not stated),-14.7
CCOc1ccc(-c2nnc(NC(=O)Nc3ccccc3F)o2)cc1,-8.4
CC(=O)Nc1ccc(CN2C(=O)C(Cc3ccccc3)ON=C2C2CCCC2)cc1 (configuration not stated),-6.5
CC(C)C(=O)N1CCCN(C(=O)C(C)C)c2ccccc21,-11.4
CC(=O)N1CCC(N2CCN(Cc3ccc(C)o3)C(CCO)C2)CC1 (configuration not stated),-5.7
Cc1cccn2c(=O)nc(SCC(=O)Nc3ccc(F)cc3)nc12,-3.7
CCN(CC1CCCN(CCc2cccc(OC)c2)C1)C(=O)c1ocnc1C (configuration not stated),-4.5
C=C(C)CN1N=C(c2ccc(Cl)cc2)Cn2c1nc1c2c(=O)n(C)c(=O)n1C,-7.9
Cc1cc(Cl)cc2c(N=NC(=O)c3ccncc3)c(O)[nH]c12,-3.5
CN(Cc1ncc[nH]1)C(=O)C1CCN(Cc2ccco2)CC1,-8.6
O=C(Nc1ccc(-n2cncn2)nc1)C1(c2ccc3c(c2)OCCO3)CCCC1,-4.4
Cc1nn(C)c(C)c1NC(=O)CN,16.8
Cc1noc(CCCN(C)C(C)c2ccc(F)c(F)c2)n1 (configuration not stated),1.0
N#Cc1c2c(n(CC3CCCO3)c1N)CCCC2 (configuration not stated),1.7
CC[C@H]1CN(C(=O)C2CCN(C(=O)c3ccncc3)CC2)CC[C@@]1(C)O,0.1
CC(=NNC(=O)CCn1cnc2ccccc21)c1ccc(Cl)cc1,-4.4
Cc1c(C(=O)NCc2ccc([N+](=O)[O-])cc2)sc(=O)n1Cc1ccc2c(c1)OCO2,-2.3
O=C(c1cnc(Nc2ccccc2)nc1)N1CC(c2ccncc2)C1,-1.6
CC1=C(C(=O)NC2CCCc3c2cnn3-c2ccc(F)cc2F)OCCO1 (configuration not stated),-2.8
O=C(NCc1cccc2c1OCO2)N1CCN(c2ccccc2F)CC1,-8.5
CCCCc1ccc(N2CCn3c2nc2c3c(=O)n(CC(=O)OC)c(=O)n2C)cc1,-3.9
CCc1ccc(N2CC(C)Cn3c2nc2c3c(=O)n(CC)c(=O)n2C)cc1 (configuration not stated),0.5
Cc1cccc(C)c1NC(=O)CN(C)C1=NS(=O)(=O)c2ccccc21,-5.2
CCOC(=O)C1=C(C)N(C)C(=O)N(C)C1c1cccc(OC)c1OC (configuration not stated),-10.3
Cc1ncc(CC(=O)N2CCC(N3CCCC(C(=O)NC4CC4)C3)CC2)c(=O)[nH]1 (configuration not stated),-6.7
CC1CC(C)CN(S(=O)(=O)c2cc(C(=O)O)c(Cl)s2)C1 (configuration not stated),-22.2
CCOC(=O)C1(Cc2ccc(OC)cc2)CCN(C(=O)CCc2ccccc2OC)CC1,-7.0
O=C(CNC1CCCCC1)Nc1c(Cl)[nH]c2ccccc12,-1.4
Cc1ccc(Cn2nnc3c(=O)n(CC(=O)Nc4ccccc4C)cnc32)cc1,5.3
FC(F)(F)c1cccc(Oc2ncccc2CNc2ncccn2)c1,-6.2
O=C1CCC(C(=O)N2CCSCC2)CN1CCN1CCOCC1 (configuration not stated),-6.4&-1.9
COc1cccc(CN2CCC2(C)C(=O)Nc2ccc3c(c2)OCO3)c1F (configuration not stated),-8.9
CCCN1CCN(c2ncnc3c2nc2n3CCCCC2)CC1,-8.9
Cc1noc(C)c1CC(=O)N1CCCC(CNC(=O)c2cccc3ccccc23)C1 (configuration not stated),-7.8
CN(C)C(=O)C1CCCc2c1ccn2C (configuration not stated),1.7
O=C(c1cc(CN2CCCC(O)C2)on1)N1CC=CCC1 (configuration not stated),-12.1
CCOC(=O)c1c(NC(=O)CN2CCN(C(C)C(=O)NC3CC3)CC2)sc2c1CCC(C)C2 (configuration not stated),3.3
C=CCc1ccc(O)c(-c2ccc(O)c(CC=C)c2)c1,8.2
COc1ccc(OC)c(C2Nc3ccccc3N=C3CC(c4ccccc4)CC(=O)C32)c1 (configuration not stated),5.5
COc1ccccc1CNC(=O)CN(C)S(=O)(=O)c1cc(C)ccc1OC,-34.4
CC(NC(=O)C12CC3CC(CC(C3)C1)C2)C(=O)N1CCc2[nH]c3ccccc3c2C1 (configuration not stated),10.2
CC(C)NC(=O)[C@@H]1C[C@H](N)CN1C(=O)CN1CCCCCC1=O,-12.7
COc1ccc(OC(F)F)c(NC(=O)NC(C)C(C)C)c1 (configuration not stated),-18.1
Cc1cc(C(=O)Cn2cnc3c2c(=O)n(C)c(=O)n3C)c(C)n1Cc1cccs1,-3.6
Cc1ccccc1C1=NC(C)(CC(=O)NCc2cccc(O)c2)ON1C (configuration not stated),-8.4
Cc1ccc(CNC(=O)Nc2c(C)n(-c3ccccc3)c(=O)n2C)cc1,0.5
COc1ccccc1-c1cc(C(=O)NC2(c3ccccc3)CCC2)no1,-26.6
COc1ccc(CNC(=O)N2CCCC2)c(C(F)(F)F)c1,-6.2
CC(CC(=O)N1CCN(C(=O)N(C)C)CC1)Cc1cccc(F)c1 (configuration not stated),-5.0
Cc1ncoc1C(=O)N1CCCC(N2CCN(Cc3ccc4c(c3)OCO4)CC2)C1 (configuration not stated),-5.9&1.2
C=CCNc1ccccc1C(=O)N1CC[C@H](O)C[C@@H]1C(=O)O,-15.3
Cc1c(NC(=O)c2oc3ccccc3c2C)cccc1[N+](=O)[O-],1.2
CCc1ncc(CNCc2cccnc2Oc2cccc(C(F)(F)F)c2)cn1,-15.4
CC(=O)O[C@@H]1CC2C(C)(C)C(=O)[C@@H]3O[C@@H]3[C@]2(C)C2CC[C@]3(C)C(=CC(=O)O[C@H]3c3ccoc3)[C@@]21C (some centres not stated),-7.8
CC(C)C1=NOC(CNC(=O)c2cn[nH]c2C2CCCCC2)C1 (configuration not stated),-11.2
CCCCc1nc2c(c(=O)[nH]1)C(C)(C)Cc1ccccc1-2,5.2

(list continues)
smiles,mcGAS RapidFire
CC(NC(=O)COC(=O)c1cncc(Br)c1)c1ccc2c(c1)OCO2 (configuration not stated),-7.4
CCn1nc(C)cc1C(=O)N1CCC(CCC(=O)Nc2ccc3c(c2)OCCO3)CC1,-3.6
CCOC(=O)c1nc2cc3n(c(C)c-2c1C)C(C)C(CCC(=O)O)=C3C (configuration not stated),7.1
CCC(CO)n1cc(C(=O)/C=C/c2ccccc2)c(=O)[nH]c1=O (configuration not stated),-3.6
CC1CCCN(C(=O)CSc2nnc(Nc3ccccc3)s2)C1 (configuration not stated),-7.4
CC1CCCCC1NC(=O)CN1C(=O)NC(C)(c2ccc3c(c2)OCCO3)C1=O (configuration not stated),-10.4
C(=NNC1=NCCCCC1)c1c2ccccc2cc2ccccc12,-0.1
O=C(CSc1ccccc1)Nc1c(F)cccc1F,-3.3
Cc1cc(CNC(=O)CCN2c3ccccc3CCC2C)no1 (configuration not stated),-6.6
CC1(C)C[C@@H]2C[C@@](C)(CN2c2ccnc(C(=O)NCc3cccnc3)c2)C1,7.7
O=C(NCCc1ncn[nH]1)C1(c2ccc(Cl)cc2)CCC1,-2.5
O=c1cc(CSc2nc3ncc(Cl)cc3[nH]2)nc2ccc(Br)cn12,-1.8
Cc1cc(N2CCOCC2)c2c(N)c(C)cc(C)c2n1,-17.9
Cc1ccc(C2(O)CCN(C(=O)CCC(=O)N3CCCCCC3)CC2)nc1,-45.8
CSc1ccc(C2CC(c3cccs3)=Nc3ncnn32)cc1 (configuration not stated),-7.2
CC(=O)Nc1cc(NC(C)=O)[nH]n1,-4.8
Cc1ccccc1-c1noc(CCC(=O)N(C)CC(C)N2CCOCC2)n1 (configuration not stated),-8.4
COc1c(Cl)cccc1NC(=O)NCc1nc(C)c(C)s1,-10.7
CC(C)c1nc2sc3c(NCCCO)ncnc3c2c2c1CCCC2,1.1
c1ccc2c(c1)SCCC2NCc1ccc(-n2ccnc2)cc1 (configuration not stated),-7.9
CC(C(=O)Nc1sccc1C#N)N1CCN(c2ccccc2)CC1 (configuration not stated),2.4
COc1cccc(C2c3c(oc4ccc(C)cc4c3=O)C(=O)N2c2nccs2)c1OC (configuration not stated),-10.8
CC(Sc1nnc(-c2ccc(C(C)(C)C)cc2)n1C1CCCC1)C(N)=O (configuration not stated),-29.7
COc1ccc(C)cc1-n1cnnc1CCn1cccn1,-11.4
Nc1[nH]nc2nc(-c3ccccc3)c3c(c12)CCC3,5.1
CNC(=O)CSc1nc2ccccc2c(=O)n1-c1ccc(Cl)cc1,-5.7
CC(C)c1nnc(NC(=O)CCC(=O)NC2CC(C)N(c3ccccc3)C2=O)s1 (configuration not stated),-31.9
COCCNC(=O)CNC(=O)COc1ccc2c3c(c(=O)oc2c1)CCC3,-5.3
CCCCc1ncc(C2CC(=O)Nc3c2cnn3CCC(C)C)[nH]1 (configuration not stated),-36.3
COc1cccc(CC2CN(c3cc(C(N)=O)ccn3)CCO2)c1 (configuration not stated),-16.2

Laid out differently: seven of the compounds above
mcGAS RapidFire	Molecule
7.7	CC1(C)C[C@@H]2C[C@@](C)(CN2c2ccnc(C(=O)NCc3cccnc3)c2)C1
-2.5	O=C(NCCc1ncn[nH]1)C1(c2ccc(Cl)cc2)CCC1
-1.8	O=c1cc(CSc2nc3ncc(Cl)cc3[nH]2)nc2ccc(Br)cn12
-17.9	Cc1cc(N2CCOCC2)c2c(N)c(C)cc(C)c2n1
-45.8	Cc1ccc(C2(O)CCN(C(=O)CCC(=O)N3CCCCCC3)CC2)nc1
-7.2	CSc1ccc(C2CC(c3cccs3)=Nc3ncnn32)cc1 (configuration not stated)
-4.8	CC(=O)Nc1cc(NC(C)=O)[nH]n1

Continued.
smiles,mcGAS RapidFire
CN1[C@H]2CC[C@@H]1CN(C(=O)COCC(F)(F)C(F)F)CC2,-33.6
CNC(=O)N(C)C(=O)c1cnc2snc(C)c2c1,-0.9
CCn1c(C)cc(C(=O)Cn2cnc3c2c(=O)n(C)c(=O)n3C)c1C,-6.2
Cc1ccc(NC(=O)CC(=O)NCCS(=O)(=O)N2CCCC2)c(C)c1,-8.6
CN(Cc1cccc(C(=O)Nc2ccnn2C)c1)Cc1cc(C2CC2)n[nH]1,-17.0
CC(=O)c1cc(CN2CCOC(CCCc3ccccc3)C2)cs1 (configuration not stated),-1.5
CCCC(=O)N1CCC1(C)C(=O)Nc1cccc(OC)c1 (configuration not stated),-12.7
Cc1c(C(=O)NCc2ccco2)sc(=O)n1Cc1ccc(S(C)(=O)=O)cc1,-8.4
Cc1nn(C)c(C)c1C(NC(=O)Nc1ccccc1N1CCN(C)CC1)C(F)(F)F (configuration not stated),0.0
COc1ccc(NC(=O)CCc2nccs2)cc1Br,-9.9
CCn1ccnc1CN1CCc2c([nH]c3ccccc23)C1C(C)(C)C (configuration not stated),-4.5
CN(CCC(=O)Nc1ccccc1C#N)C1CCc2ccccc21 (configuration not stated),-16.9
Cc1[nH]nc(CCC(=O)N2CCCC(c3ccn[nH]3)C2)c1C (configuration not stated),-7.8
Cn1c(=O)[nH]c2nc(-c3ccccc3)[nH]c2c1=O,0.9
CCN1CCN(C(=O)CCC2CCN(C(=O)CCc3c(C)nn(C)c3C)CC2)CC1,-1.5
COc1ccc(CC(=O)Nc2cc(F)ccc2C)c(OC)c1,-4.6
CCOc1ccsc1C(=O)N1CCC2(CC1)CC(C(=O)OC)c1ccccc12 (configuration not stated),-3.0
Cc1ccc(NC(=O)c2cc([N+](=O)[O-])ccc2Cl)cc1N1CCCCC1=O,-9.5
Cc1csc2nc(CN3CCCC3c3cccs3)cc(=O)n12 (configuration not stated),-7.4
Cn1c(=O)oc2cc(C(=O)CSCC(=O)Nc3ccc4ccccc4c3)ccc21,-6.8
COc1ccccc1NC(=O)Nc1cc(Cl)ccc1C,-3.3
NS(=O)(=O)c1cc([N+](=O)[O-])ccc1NCc1cccnc1,-0.6
COC(=O)CC1(CS(=O)(=O)NC2CCc3cc(F)ccc32)CC1 (configuration not stated),-6.7
Cn1c(=O)n(CCN2CCCCC2)c(=O)c2c1nc1n2CCN1c1cccc(Cl)c1,1.6
O=C(CSc1nc2ccsc2c(=O)[nH]1)Nc1c(F)cccc1F,5.8
CN(Cc1ccncc1)C(=O)c1oc2ccccc2c1CS(C)=O (configuration not stated),-10.1
CCCCOc1ccc(NC(=O)c2c(-c3ccccc3Cl)noc2C)cc1,0.7
N#Cc1cnn2c(C(F)(F)F)cc(-c3ccccc3)nc12,13.5
CCCCCCn1c(N2CCN(CC(N)=O)CC2)nc2c1c(=O)[nH]c(=O)n2C,3.5
O=S(=O)(C1=Cc2ccccc2C1)c1ccccc1,-4.0

Some of these compounds in order of the mcGAS RapidFire value, smallest number first:
Molecule	mcGAS RapidFire
Cc1csc2nc(CN3CCCC3c3cccs3)cc(=O)n12 (configuration not stated)	-7.4
CCOc1ccsc1C(=O)N1CCC2(CC1)CC(C(=O)OC)c1ccccc12 (configuration not stated)	-3.0
Cn1c(=O)[nH]c2nc(-c3ccccc3)[nH]c2c1=O	0.9

The list is partial; count on the stated rates, not on these rows.
